Screening results as filed in PubChem.
OXTR potentiator: human OXTR potentiation; P30559; CHO-OTR cells, Fluo-8 calcium fluorescence, potentiator mode; 0% = oxytocin EC15, 100% = EC100; activation, % at 3 µM; actives 0.061% (n = 320,000); AID 2445;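 active means activation above that plate's cutoff, the mean activation of tested compounds plus 3 SD, cut at about 6.6% in these data, passing the limit was not always enough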;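 further: 100% uses oxytocin at 75 nM as the full agonist control; some results filed as inactive read as strong as hits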
Target sequence (P30559 whole entry, looked up): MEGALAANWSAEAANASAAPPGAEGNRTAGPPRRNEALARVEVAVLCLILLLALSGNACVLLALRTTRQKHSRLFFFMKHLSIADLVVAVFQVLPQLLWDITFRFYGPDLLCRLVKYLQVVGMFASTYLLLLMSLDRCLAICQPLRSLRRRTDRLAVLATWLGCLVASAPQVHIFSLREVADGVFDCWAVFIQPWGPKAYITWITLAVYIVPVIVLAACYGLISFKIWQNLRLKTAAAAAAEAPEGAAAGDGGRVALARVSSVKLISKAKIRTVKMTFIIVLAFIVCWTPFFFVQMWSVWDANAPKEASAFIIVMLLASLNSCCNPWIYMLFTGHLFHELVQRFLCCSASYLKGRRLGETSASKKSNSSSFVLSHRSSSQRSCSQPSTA
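System: human OTR in CHO cells; Also added: sub-maximal oxytocin, roughly EC15; Timing: compound 6 min at room temperature before oxytocin, 100 s read; Technique: Fluo-8 intracellular calcium fluorescence, ex 470-495, em 515-575 nm; Controls: oxytocin EC15 low and EC100 high; Replication: singlicate.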
TAAR1 antag: human TAAR1 antagonism; Q96RJ0; CHO RD-HGA16 TAAR1, Fluo-8 calcium fluorescence, antagonist; inhibition, % at 3 µM; actives 1.5% (n = 360,000); AID 624466;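 active means inhibition above a per-plate cutoff, the mean inhibition of test compounds on that plate plus 3 SD, cut at about 49% in these data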;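 further: 0% = DMSO plus EC80 beta-PEA response and 100% = DMSO alone without agonist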
Target sequence (Q96RJ0 whole entry, looked up): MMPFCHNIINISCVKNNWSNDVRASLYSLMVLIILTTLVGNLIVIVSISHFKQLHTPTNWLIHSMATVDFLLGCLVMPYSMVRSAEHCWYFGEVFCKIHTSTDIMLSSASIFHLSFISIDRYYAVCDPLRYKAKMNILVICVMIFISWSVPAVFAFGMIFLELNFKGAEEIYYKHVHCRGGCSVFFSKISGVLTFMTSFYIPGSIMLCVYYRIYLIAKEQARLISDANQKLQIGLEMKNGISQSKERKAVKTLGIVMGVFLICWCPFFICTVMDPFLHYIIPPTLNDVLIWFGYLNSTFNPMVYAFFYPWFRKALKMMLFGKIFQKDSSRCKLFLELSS
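Material: RD-HGA16 CHO cells with stable hTAAR1 and Gα16; Dosing: single nominal final test compound concentration of 3 µM; Schedule: seeding 17-24 h prior, 75-min 37 °C, 30-min RT dye loading; Detection: kinetic Fluo-8 calcium fluorescence measurement; Measure: % inhibition from peak post-agonist over basal fluorescence ratio; Benchmarks: vehicle and agonist controls.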
TAAR1 ag: agonists of human TAAR1. Q96RJ0. CHO RD-HGA16 TAAR1, Fluo-8 calcium fluorescence; vehicle wells 0%, saturating PEA agonist 100%. activation, % at 3 µM. actives 0.99% (n = 360,000). AID 624467;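 active means activation above the mean activation of all test compounds in the run plus 3 SD, cut at about 38% in these data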
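Benchmarks: low control DMSO, high control PEA (EC100); System: CHO RD-HGA16 cells carrying human TAAR1 plus Gα16; Detection: Fluo-8 fluorescence, 5 s baseline then 140 s kinetic read; Schedule: 17-24 h plating, Fluo-8 75 min 37 °C, 30 min RT; Read-out basis: % activation from peak over basal fluorescence ratio, DMSO-to-PEA scaled.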
CHO parental Ca: signal in parental CHO cells, OX1R antagonist counter-screen; AID 463079; actives 0.63% (n = 330,000); parental CHO-K1, ATP-induced calcium, Fluo-8 fluorescence; inhibition, % at 5.6 µM;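 active means inhibition above that plate's mean sample inhibition plus 3 SD, cut at about 26% in these data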;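 further: 0% = ATP-challenged DMSO wells and 100% = DMSO wells without ATP; some compounds past the cut are filed as inactive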
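Assay system: untransfected parental CHO cell line. Also added: ATP agonist challenge. Dosing: one dose, 5.6 µM nominal. Measured by: Fluo-8 fluorescence. Read-out: % inhibition. Benchmarks: ATP wells versus no-ATP DMSO wells. Repeats: no replicates.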
M1 antag: blocks human M1 muscarinic receptor. P11229. CHO-K1 hM1, Fluo-8 calcium fluorescence, ACh EC80 antagonist. inhibition, % at 3 µM. actives 1.3% (n = 360,000);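 active means percent inhibition above its own plate's cutoff, namely the mean of that plate's compound wells plus 3 SD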;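 further: peak over basal fluorescence ratio during 140 s after agonist addition; 0% = ACh EC80 plus DMSO and 100% = DMSO alone without agonist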
OXTR ag: human OXTR agonism. P30559. CHO-OTR cells, Fluo-8 calcium fluorescence; normalized: DMSO 0%, oxytocin 100%. activation, % at 3 µM. actives 0.32% (n = 320,000). AID 2435;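 active means activation above the mean of all tested compounds plus 3 SD, cutoff set per screening run, cut at about 20% in these data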;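 further: peak over basal fluorescence ratio from a 100 s FLIPR kinetic read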
V1aR counter: counter-screen for oxytocin receptor agonists: human V1a receptor agonists; P37288; CHO-V1R cells, Fluo-8 calcium fluorescence, agonist mode; 0% DMSO, 100% 3 nM vasopressin; activation, % at 3 µM; actives 0.25% (n = 320,000);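 active means activation above the mean activation of all tested compounds plus 3 SD, per screening run, cut at about 20% in these data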;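 further: signal is peak over basal fluorescence ratio across a 100 second FLIPR read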
M1 ag: human M1 muscarinic receptor agonism; actives 0.33% (n = 360,000); P11229; CHO-K1 hM1, Fluo-8 calcium fluorescence, agonist mode; 0% DMSO, 100% acetylcholine EC100; activation, % at 3 µM;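 active means activation above the run's mean compound activation plus 3 SD, cut at about 16% in these data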;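 further: peak over basal fluorescence ratio within a 140 s kinetic read after compound addition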
M1 PAM: human CHRM1 positive allosteric modulation | CHO-K1 hM1, Fluo-8 calcium fluorescence, ACh EC20; 0% = ACh EC20, 100% = maximal ACh | activation, % at 3 µM | actives 0.088% (n = 360,000) | AID 588819 | P11229; in the data active means activation above about 19%, passing the limit was not always enough
* marks the source's active call; other numbers are inactive results; . = no result given. A portion of the library, so the mix of outcomes need not match the whole.

smiles	OXTR potentiator	TAAR1 antag	TAAR1 ag	CHO parental Ca	M1 antag	OXTR ag	V1aR counter	M1 ag	M1 PAM
CN1CCN(C(=O)COc2ccc(S(=O)(=O)NCc3ccccc3)cc2Cl)CC1	-4.2	-2.2	11.2	-10.8	0.0	1.7	0.8	-8.8	6.9
CCn1c(O)c(C=NCCN2CCOCC2)c(=O)[nH]c1=S	6.1	-0.3	5.8	-9.6	3.6	0.9	0.5	-2.5	0.4
O=c1[nH]c(=O)n(-c2ccccc2F)c(O)c1C=NCCC1=CCCCC1	-14.9	-6.7	-0.1	-16.2	-9.4	-0.7	-1.2	-8.6	11.4
C=CC12CN(C)C3C4COC(CC41)C1(C(=O)Nc4ccccc41)C32 (stereo not given)	.	-18.1	3.1	.	11.0	.	.	-5.3	-7.1
O=c1[nH]c(Cl)ccc1CN1CCOCC1	-2.1	-8.1	4.1	-4.0	-2.8	-0.4	0.2	-2.5	2.5
COC(=O)C1=C(c2cccc(OC)c2OC)C[C@@H]2CC[C@H]1N2C(=O)NCc1ccc(F)cc1	-7.8	-6.6	2.0	-14.6	-8.5	0.8	-0.9	-7.0	1.5
O=c1[nH]c(=O)n(C2CCCCC2)c(O)c1C=Nc1ccc(N2CCOCC2)cc1	-3.5	-1.2	0.7	-3.5	8.9	-1.1	2.4	-3.2	-1.9
COc1ccc(N2CCN(Cc3nc4ccccc4[nH]3)CC2)cc1	-2.2	-41.7	0.5	-13.7	-16.1	0.0	0.3	-5.5	12.4
O=P(NC1CCCCC1)(Oc1ccccc1)Oc1ccccc1	.	38.1	4.0	.	22.2	.	.	-6.1	-27.8
O=C(c1ccccc1)C1CCCN(Cc2nc(-c3cnccn3)no2)C1 (stereo not given)	-6.3	5.2	0.9	-8.5	-4.6	0.8	11.9	-1.2	5.3
Cc1ccccc1NC(=O)NCCN1CC1	-12.7	0.5	-0.5	5.9	-0.9	-0.6	-0.5	-3.9	3.5
O=C(Nc1ccc(Cl)cc1)O/N=C(\c1ccccc1)c1ccccn1	-9.4	26.4	16.1	-1.3	16.2	3.1	3.9	2.1	-10.6
CCC(c1nnnn1Cc1ccccc1)N1CCC(n2c(=O)[nH]c3ccccc32)CC1 (stereo not given)	.	72.2*	23.9	.	16.3	.	.	-2.4	-12.7
CC12CCC(=O)C=C1CCC1C2CCC2(C)C1CCC2(O)CC#N (stereo not given)	.	-1.9	2.9	.	-5.6	.	.	-3.7	-0.2
CCCCn1c(O)c(C=Nc2c(C)n(C)n(-c3ccccc3)c2=O)c(=O)[nH]c1=O	-7.5	12.7	-2.9	4.8	-0.6	-0.3	0.3	-6.0	-1.7
CC(C)C(=O)Nc1ccc(N2CCN(C)CC2)c(F)c1	5.8	-0.9	14.9	-4.9	-10.3	-0.1	1.1	-10.3	2.6
COc1ccc(CCNCc2ccsc2)cc1OC	-8.5	-3.0	4.1	-19.5	-12.6	1.5	1.7	-4.6	0.9
CCOC(=O)C1=C(C)OC(N)=C(C(=O)OC)C12C(=O)Nc1ccc(Br)cc12 (stereo not given)	-11.6	-7.3	2.5	-10.0	-6.6	1.6	2.1	2.0	11.2
CCC1C2Cn3c(nc4ccccc43)C1N(C)O2 (stereo not given)	4.1	-14.8	0.3	-2.4	-1.6	0.6	0.8	-4.0	1.8
O=C1c2ccccc2C(=O)N1Cc1nc2ccccc2c(=O)n1-c1ccccn1	-4.1	-2.2	11.7	-9.2	-5.1	0.0	1.3	-2.4	1.5
CCN1CCC2(CC1)NC(CO)(CO)CO2	-3.2	13.2	4.2	0.3	-15.8	1.7	0.6	-3.3	10.2
O=c1c(C=NCc2cccs2)c(O)n(C2CCCCC2)c(=O)n1C1CCCCC1	-10.1	-2.3	-2.6	-15.4	-15.8	-0.3	0.1	-2.5	2.0
CCN(CC)c1ccc(CNCCc2ccccc2F)cc1	-3.3	-3.6	39.8*	-6.0	56.4*	8.1	3.9	-8.0	-27.5
CCOc1cc(C=C2C(=O)NC(=O)NC2=O)cc([N+](=O)[O-])c1O	-16.6	2.8	3.4	-10.1	.	-0.1	-0.1	.	.
Cn1c(O)c(C=Nc2ccccc2)c(=O)n(C)c1=O	7.2	7.9	1.7	-12.0	12.1	1.2	0.9	-4.7	-6.5
O=c1[nH]c(=O)n(C2CCCCCC2)c(O)c1C=NCc1cccnc1	-9.7	-7.0	1.9	-21.1	0.8	-1.2	-0.6	-3.6	1.4
Cc1ncoc1C(=O)NCC1=C(c2ccc(S(C)(=O)=O)cc2)C[C@@H]2CC[C@H]1N2CCOc1ccccc1	.	-5.2	2.9	.	0.2	.	.	-10.5	-3.3
NC(Cc1ccc(Cl)cc1)c1csc(Nc2ncccn2)n1 (stereo not given)	.	-21.4	32.4	.	-15.5	.	.	8.2	8.1
CCCCn1c(=O)c(C(=O)Nc2nnc(C(C)C)s2)c(O)c2ccccc21	2.1	.	.	-8.4	.	-0.1	1.5	.	.
Cn1c(O)c(C=NCCN2CCOCC2)c(=O)n(C)c1=S	4.3	0.6	1.1	-7.2	9.9	2.4	1.3	-2.4	0.6

In the list so far, four contain a Cl atom:
smiles	OXTR potentiator	TAAR1 antag	TAAR1 ag	CHO parental Ca	M1 antag	OXTR ag	V1aR counter	M1 ag	M1 PAM
CN1CCN(C(=O)COc2ccc(S(=O)(=O)NCc3ccccc3)cc2Cl)CC1	-4.2	-2.2	11.2	-10.8	0.0	1.7	0.8	-8.8	6.9
O=c1[nH]c(Cl)ccc1CN1CCOCC1	-2.1	-8.1	4.1	-4.0	-2.8	-0.4	0.2	-2.5	2.5
O=C(Nc1ccc(Cl)cc1)O/N=C(\c1ccccc1)c1ccccn1	-9.4	26.4	16.1	-1.3	16.2	3.1	3.9	2.1	-10.6
NC(Cc1ccc(Cl)cc1)c1csc(Nc2ncccn2)n1 (stereo not given)	.	-21.4	32.4	.	-15.5	.	.	8.2	8.1

A draw from above in order of SMILES length, high to low.
smiles	OXTR potentiator	TAAR1 antag	TAAR1 ag	CHO parental Ca	M1 antag	OXTR ag	V1aR counter	M1 ag	M1 PAM
CCOC(=O)C1=C(C)OC(N)=C(C(=O)OC)C12C(=O)Nc1ccc(Br)cc12 (stereo not given)	-11.6	-7.3	2.5	-10.0	-6.6	1.6	2.1	2.0	11.2
COc1ccc(N2CCN(Cc3nc4ccccc4[nH]3)CC2)cc1	-2.2	-41.7	0.5	-13.7	-16.1	0.0	0.3	-5.5	12.4
O=P(NC1CCCCC1)(Oc1ccccc1)Oc1ccccc1	.	38.1	4.0	.	22.2	.	.	-6.1	-27.8

Following part
smiles	OXTR potentiator	TAAR1 antag	TAAR1 ag	CHO parental Ca	M1 antag	OXTR ag	V1aR counter	M1 ag	M1 PAM
CCc1ccc(-n2c(O)c(C(C)=O)c(=O)[nH]c2=O)cc1 (tested in a mixture with another compound)	-4.5	-4.9	0.5	-13.3	-14.5	0.1	0.4	1.6	4.3
COC(=O)C1=C(c2ccc(-c3ccccc3)c(F)c2)C[C@@H]2CC[C@H]1N2C(=O)NCCOc1ccccc1	-7.5	-5.6	2.2	-25.1	7.7	3.4	1.4	-2.8	7.0
COC(=O)C1=C(c2ccc(Cl)c(C(F)(F)F)c2)C[C@@H]2CC[C@H]1N2C(=O)NC1CCCCC1	-4.6	-3.2	-2.5	-52.4	0.0	-1.6	-0.6	-10.2	-5.8
COC(=O)C1=C(c2cc3ccccc3o2)C[C@@H]2CC[C@H]1N2C	-0.7	-4.5	4.8	-14.4	35.0*	1.2	0.8	-14.4	-29.7
O=C1NC(=O)N(c2ccccc2)C(=O)/C1=C\c1ccc([N+](=O)[O-])o1	-15.9	.	.	-16.9	.	1.6	4.3	.	.
CCc1ccc(NC(=O)CN2CC(c3ccccc3)CC2=O)cc1 (stereo not given)	-3.1	-5.3	-1.4	4.7	-4.6	-0.1	0.2	-3.6	2.7
COc1ccc(OCC#CCN2CCCCCC2)cc1	2.6	7.2	18.9	-6.1	6.9	0.1	-0.9	-9.7	-15.7
O=c1[nH]c(=S)n(C2CC2)c(O)c1C=NCC1CCCO1 (stereo not given)	-3.5	-34.5	1.4	-7.5	1.1	0.8	-0.2	-2.4	2.9
CCOC(=O)c1cnc(N2CC2)nc1N	.	0.3	0.9	.	-6.7	.	.	-1.2	8.2
CCN1c2nc3ccccn3c(=O)c2CC2(C(=O)N(C)C(=O)N(C)C2=O)C1C (stereo not given)	-3.0	-12.3	13.2	4.5	-3.9	0.3	-0.6	-2.9	2.2
CC(=NCCN1CCOCC1)c1c(O)n(Cc2ccccc2)c(=O)[nH]c1=O	-12.7	11.1	8.2	1.2	-0.6	1.9	-0.2	-3.1	3.5
C[C@]12CCC3C(CC[C@H]4C[C@H](O)CC[C@]34C)C1[C@@H](O)[C@@H](O)[C@@H]2O (stereo not given in full)	-2.5	-12.0	1.6	-8.5	-12.2	1.1	1.1	-0.7	6.8
O=c1c2ccccc2nc(-c2ccc(-c3ccccc3)cc2)n1-c1ccncc1	-3.0	-3.8	7.4	-27.4	-4.8	-1.3	0.5	-4.5	3.0
CCCCC(=O)N/N=C/c1c(O)n(C2CC2)c(=S)[nH]c1=O	-5.8	-15.6	-0.1	-7.3	-5.8	-0.7	0.1	-2.3	0.7
COCCNCCOc1ccc(C(C)(C)c2ccccc2)cc1	-10.9	-2.3	19.6	13.9	7.6	6.3	7.3	-9.9	-12.5
CCc1nc(N2CCNCC2)c(C#N)c2c1CSC(C)(C)C2	-6.7	0.6	12.9	-3.5	47.1*	-0.9	-0.9	-6.3	-17.8
CCCCn1nnnc1C(CCc1ccccc1)N1CCC(n2c(=O)[nH]c3ccccc32)CC1 (stereo not given)	.	67.4*	10.7	.	17.3	.	.	8.0	-4.8
COc1ccc(S(=O)(=O)NC(CC(=O)N2CCC3(CC2)OCCO3)c2ccco2)cc1 (stereo not given)	-5.8	-20.6	4.2	7.4	-15.0	-0.5	-1.0	-3.0	3.9
CN(C)C(=O)Oc1cccc(-c2cn3cc(Cl)ccc3n2)c1	-1.7	1.5	20.2	-14.9	-6.7	-2.4	0.1	-7.8	12.1
Cc1ccccc1-n1c(O)c(/C=N/N2CCOCC2)c(=O)[nH]c1=S	2.4	-8.7	1.1	-8.3	2.0	1.3	-0.1	-1.8	-1.5
O=c1ccc2cc(O[C@@H]3O[C@H](CO)[C@@H](O)[C@H](O)[C@H]3O)c(O)cc2o1	.	-1.4	1.0	.	-19.6	.	.	-1.9	2.9
O=P(OC1=CCCCC1)(c1ccccc1)c1ccccc1	.	-40.1	-0.3	.	13.4	.	.	-5.2	-3.4
